G6PDH counter: L. mesenteroides G6PDH inhibition counter-screen; Purified L. mesenteroides G6PDH, diaphorase/resazurin coupled fluorescence, 45 min; inhibition, % at 5 µM; 200,000 tested, 0.12% active; AID 1020; in the data active = inhibition above about 50%
ROMK primary: modulates human ROMK potassium channel activity; P48048; Tet-inducible ROMK, thallium flux fluorescence; actives lie on both sides; B-score at 10 µM; 130,000 tested, 2% active;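 active = signal ratio slope over the read window, or its plate-corrected B-score, at least 3 SD from the plate mean, either direction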;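 note: B-score of the F/F0 ratio slope over 7 to 12 s after thallium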
Target sequence (P48048 whole entry, looked up): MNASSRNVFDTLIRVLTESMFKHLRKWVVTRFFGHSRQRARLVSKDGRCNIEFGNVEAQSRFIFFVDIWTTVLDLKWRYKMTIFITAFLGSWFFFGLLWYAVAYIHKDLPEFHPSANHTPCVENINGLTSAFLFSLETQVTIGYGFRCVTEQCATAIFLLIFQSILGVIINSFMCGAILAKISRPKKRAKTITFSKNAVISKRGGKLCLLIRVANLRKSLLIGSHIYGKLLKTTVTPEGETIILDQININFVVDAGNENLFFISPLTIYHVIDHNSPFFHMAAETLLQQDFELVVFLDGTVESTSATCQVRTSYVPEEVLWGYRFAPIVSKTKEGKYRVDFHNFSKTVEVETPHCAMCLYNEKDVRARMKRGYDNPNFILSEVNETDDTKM
Diaph act CS: diaphorase activation or chemical reduction counter-screen | activation factor at 20 µM | Diaphorase/resazurin coupled assay, resorufin fluorescence, 16 min; stronger effect = higher value; 1 = vehicle wells, 0 = NADH-free wells | 190,000 tested, 0.005% active;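 active = diaphorase activity raised at least twofold by the compound at 20 µM; inactive = activation factor below 2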
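Material: Clostridium kluyveri diaphorase, purified enzyme; Quantity: enzyme 0.07 U/mL final; Medium: HEPES pH 7.4 buffer with MgCl2 and Tween 20; Dosing: single compound dose of 20 µM, 1% DMSO final; Schedule: 16 min reaction at room temperature; Measured by: red resorufin fluorescence at 544/590 nm excitation/emission.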
PMI activator: increases human mannose-6-phosphate isomerase activity. purified human PMI, coupled resazurin fluorescence, 20 min; stronger effect = higher value; 1 = vehicle control, 0 substrate-free wells. activation factor at 20 µM. P34949. 190,000 tested, 0.005% active;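 active = activation factor of 2 or more at 20 µM, relative to plate controls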
Diaph inh CS: counter-screen for diaphorase-based assays: diaphorase inhibitors and chemical oxidizers | diaphorase resazurin-to-resorufin fluorescence, NADH, 16 min; bacterial (C. kluyveri) enzyme, not human | inhibition, % at 20 µM | 190,000 tested, 0.69% active;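 active = primary screen inhibition at 20 µM above a set limit, cut at about 50% in these data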;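 note: plate controls were DMSO with full reaction for no effect and wells lacking NADH for full effect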
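Test system: Clostridium kluyveri diaphorase enzyme / Quantity: diaphorase at 0.14 U/mL in enzyme working solution / Incubation: 16-min room-temperature incubation before reading / Benchmarks: NADH-free wells as positive control, DMSO-only neutral wells / Signal: resorufin fluorescence 544/590 nm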
PPARg SRC1 recr: agonists of human PPARgamma SRC-1 coactivator recruitment; P37231; PPARgamma-SRC-1 coactivator recruitment biochemical assay; activation, % at 8 µM; 200,000 tested, 0.41% active; AID 631; in the data active = activation above about 19%;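 note: 0% = DMSO and 100% = reference agonist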
SRC2 TRFRET art: flags TR-FRET format artefacts in PPARgamma SRC-2 recruitment agonist screen; TR-FRET artefact counter-screen; stronger effect = higher value; TR-FRET ratio at 8 µM; 200,000 tested, 0.4% active; AID 1049; in the data active = TR-FRET ratio above about 2000; note: inactives centre near 1500
PPARg SRC-3 ag: promotes SRC-3 coactivator recruitment by human PPARgamma | P37231 | biochemical PPARgamma/SRC-3 coactivator recruitment assay | activation, % at 8 µM | 200,000 tested, 0.26% active; in the data active = activation above about 23%;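 note: 0% = DMSO and 100% = reference agonist; some compounds past the cut are filed as inactive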
PPARg SRC2 recr: PPARgamma-driven SRC-2 recruitment agonism | PPARgamma LBD-SRC-2 recruitment, biochemical | 200,000 tested, 0.34% active | activation, % at 8 µM | P37231; in the data active = activation above about 22%;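 note: 0% = vehicle and 100% = reference agonist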
S1P3 antagonist: S1P3 (human) receptor antagonism | Q99500 | CHO S1P3 NFAT-BLA reporter, FRET fluorescence, antagonist mode | inhibition, % at 4.98 µM | 170,000 tested, 0.27% active;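 active = inhibition above the plate cutoff, the mean inhibition of test wells on that plate plus 3 SD, cut at about 28% in these data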;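 note: cells challenged with S1P at its EC80 of 0.8 µM; blue over green emission ratio from cleaved BLA substrate after 4 h stimulation; 0% = S1P-stimulated wells and 100% = unstimulated DMSO-only wells; some compounds past the cut are filed as inactive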
Target sequence (Q99500 whole entry, looked up): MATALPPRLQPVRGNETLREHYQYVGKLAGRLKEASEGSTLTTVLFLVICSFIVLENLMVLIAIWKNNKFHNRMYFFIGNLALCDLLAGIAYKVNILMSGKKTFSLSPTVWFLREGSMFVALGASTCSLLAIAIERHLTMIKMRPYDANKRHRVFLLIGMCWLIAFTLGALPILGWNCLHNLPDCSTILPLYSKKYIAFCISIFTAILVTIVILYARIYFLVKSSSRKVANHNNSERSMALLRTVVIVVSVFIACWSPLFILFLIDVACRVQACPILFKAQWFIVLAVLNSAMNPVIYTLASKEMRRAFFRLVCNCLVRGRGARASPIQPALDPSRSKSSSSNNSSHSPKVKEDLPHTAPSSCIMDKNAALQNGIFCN
PMI act hi M6P: increases human PMI activity with near-saturating mannose 6-phosphate; activation factor at 20 µM; AID 1216; coupled PMI enzyme assay, resazurin fluorescence, 20 min; stronger effect = higher value; 1 = untreated enzyme, 0 = substrate-free blank; 190,000 tested, 0.34% active; P34949;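 active = activation factor of 2 or more at 20 µM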
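Test system: human PMI in coupled enzyme assay; Input: PMI at 15 ng/mL final; Medium: HEPES buffer, pH 7.4; Schedule: 20 min incubation at room temperature; Technique: resorufin fluorescence at Ex 544/Em 590 nm; Compound: 20 µM single dose; Probe or stimulus: Near-saturating mannose-6-phosphate, 1.0 mM.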
Numbers without * were called inactive; nt = no result given.

SMILES	G6PDH counter	ROMK primary	Diaph act CS	PMI activator	Diaph inh CS	PPARg SRC1 recr	SRC2 TRFRET art	PPARg SRC-3 ag	PPARg SRC2 recr	S1P3 antagonist	PMI act hi M6P
COc1ccc(S(=O)(=O)N(Cc2cc3ccc(OC)cc3[nH]c2=O)CC2COCCO2)cc1 (stereo not given)	6	1.4	1	1	0	7	1406	-6	6	-27	1.1
CCOC(=O)N1CCN(c2cc(=O)n(-c3cccc(C)c3)c(=O)[nH]2)CC1	1	0.72	1	1	4	10	1431	1	13	-19	0.9
COc1ccc(/C=N/NC(=O)C[n+]2ccccc2)c(OC)c1	0	0.21	1	1	3	8	1701	5	0	-5	1
COc1ccc(C2=NO[C@@H]3C(=O)N(c4ccc(C)cc4C)C(=O)[C@H]23)cc1OC	-1	-0.059	0.9	1	13	0	1366	-9	-3	-56	1
O=C(NNc1nc2cc3c(cc2s1)OCO3)c1ccccc1	15	-0.1	1	1.1	-1	6	1648	6	19	-12	1.1
Cc1nn2c(=O)cc(CSc3nc4ccccc4[nH]3)nc2s1	12	nt	1	1	1	2	1658	14	10	-29	1.1
O=C(O)CC(c1ccc(Cl)cc1)N1C(=O)CCC1=O (stereo not given)	3	-0.012	0.9	1.1	8	-3	1395	-6	-8	-1	1
CCN(CC)S(=O)(=O)c1ccc(Oc2ccc(S(=O)(=O)N(CC)CC)cc2)cc1	6	-1	1	1	0	1	1479	1	3	nt	1
Cc1ccc2nc(SCC(=O)NCc3ccco3)c(C)cc2c1	12	-0.72	0.7	0.9	26	-9	1126	5	-7	-17	0.9
CCOC(=O)c1ccc(NC(=O)C2CCCN(S(=O)(=O)c3cnc[nH]3)C2)cc1 (stereo not given)	-1	nt	0.9	1	7	2	1620	-1	7	36	1
Cc1ccc(C(=O)c2c(NC(=O)c3ccncc3)sc3c2CCCC3)cc1	-25	nt	0.8	0.8	23	-3	1471	-13	-5	nt	0.8
C/C(=N\Nc1nc(N2CCOCC2)nc(N2CCOCC2)n1)c1ccc([N+](=O)[O-])cc1	0	0.47	1	1	-2	2	1544	5	6	2	1.1
CCCCCCCCCCCCCCCC[n+]1ccc(/C=N/O)cc1	-11	nt	2*	1.1	-103	-7	1601	1	-1	6	1.2
Nc1nnc(SCCN2C(=O)c3ccccc3S2(=O)=O)s1	-3	-0.023	0.9	0.9	12	0	1725	13	8	3	1
CC(C)CCn1c(SCC(=O)N2CC(=O)Nc3ccccc32)nc2scc(-c3cccs3)c2c1=O	6	0.73	0.8	1	18	3	1669	3	12	nt	0.9

Brought forward from above: 4 compounds; new compounds follow.
SMILES	G6PDH counter	ROMK primary	Diaph act CS	PMI activator	Diaph inh CS	PPARg SRC1 recr	SRC2 TRFRET art	PPARg SRC-3 ag	PPARg SRC2 recr	S1P3 antagonist	PMI act hi M6P
C/C(=N\Nc1nc(N2CCOCC2)nc(N2CCOCC2)n1)c1ccc([N+](=O)[O-])cc1	0	0.47	1	1	-2	2	1544	5	6	2	1.1
CCCCCCCCCCCCCCCC[n+]1ccc(/C=N/O)cc1	-11	nt	2*	1.1	-103	-7	1601	1	-1	6	1.2
Nc1nnc(SCCN2C(=O)c3ccccc3S2(=O)=O)s1	-3	-0.023	0.9	0.9	12	0	1725	13	8	3	1
CC(C)CCn1c(SCC(=O)N2CC(=O)Nc3ccccc32)nc2scc(-c3cccs3)c2c1=O	6	0.73	0.8	1	18	3	1669	3	12	nt	0.9
COc1ccccc1N1CCN(C(=O)c2cc3c(=O)n(C)c4ccccc4c3n2C)CC1	3	nt	0.8	0.8	23	-6	1432	7	-2	-15	0.9
COc1cccc(C(=O)N2c3ccccc3Sc3ccccc32)c1	6	nt	0.9	0.8	11	-7	1582	1	5	3	0.9
CC(C)(C)NC(=O)Nc1ccc2nccnc2c1	8	nt	1	1	2	2	1494	14	-1	23	0.6
CN(C)/C=N/c1ncnc2c1cnn2-c1ccc(C(F)(F)F)cn1	-2	nt	1.1	1.1	-5	2	1668	6	-3	-24	1
COc1cc([N+](=O)[O-])ccc1NC(=O)CCCOc1ccc(C)cc1	6	0.87	0.8	1	17	4	1312	1	1	nt	0.9
CCc1nc(NCCc2ccccn2)c2nnn(Cc3ccccc3F)c2n1	3	0.043	0.8	0.9	18	8	1821	4	0	11	0.9
COc1cc(CO)ccc1OCc1nnnn1-c1ccc(C)cc1	-3	-0.14	0.9	1	8	-1	1637	4	4	3	1
CCOC(=O)c1c(NC(=O)c2cccs2)sc(C)c1CC	4	0.91	0.7	0.9	27	4	1529	8	-2	14	0.9
Cc1ccc(NCc2ccccc2)cc1	4	-0.0014	1	1	-2	-7	1526	-3	-1	-1	0.9
CCN1CCN(C(=O)C2CCN(S(=O)(=O)c3cccc4cccnc34)CC2)CC1	6	nt	0.9	1	14	nt	nt	nt	nt	-56	1
Cc1ccc(C(=O)CSc2nnc(COc3cc(C)cc(C)c3)o2)cc1	2	-0.22	0.8	0.9	16	3	1418	17	-4	-3	0.9
CC(C(=O)Nc1ccccc1Cl)c1ccc([N+](=O)[O-])cc1 (stereo not given)	-1	0.044	0.9	1	9	2	1566	4	1	-14	1
COc1ccc(-n2c(=O)[nH]c3cc(C(=O)NCCc4ccc(Cl)cc4)ccc3c2=O)cc1OC	1	1.4	0.8	1	17	6	1706	4	9	-10	1
Cc1nn(-c2ccc(F)cc2)c(N)c1C1(O)C(=O)Nc2ccccc21 (stereo not given)	-2	-0.76	0.9	1	8	1	1802	9	-4	-4	1
O=C(COc1ccccc1)NNC1=NS(=O)(=O)c2ccccc21	1	-0.96	0.9	1.1	7	4	1581	3	6	-12	1.1
O=C(CNCC1(N2CCOCC2)CCCCC1)Nc1ccc(Cl)cc1	1	0.16	0.9	1	8	4	1497	1	-9	-4	1
CCOc1cc(C=O)ccc1OCCSc1ccc(C)cc1	-4	nt	0.8	0.8	19	2	1637	13	14	nt	0.9
Cc1ccc(C2C3=C(CCCC3=O)OC3=C2C(=O)CCC3)cc1	-2	-0.26	0.9	1	6	-4	1423	7	6	1	0.9
COc1cc(NC(=O)c2cc(-c3cccs3)on2)cc(OC)c1OC	4	4.1*	0.8	0.9	16	7	1678	1	6	5	0.9
CN(C)C(CNC(=O)c1ccc(S(=O)(=O)NCc2ccco2)cc1)c1ccccc1 (stereo not given)	13	nt	0.9	1.1	9	6	1388	1	1	3	1
Cc1ccc(-c2nc3ncccn3c2Nc2ccc3c(c2)OCCO3)cc1	2	-0.56	0.9	1	12	5	1524	5	6	nt	1
COc1ccc(C2=NO[C@@H]3C(=O)N(c4ccc5c(c4)OCCO5)C(=O)[C@H]23)cc1OC	8	nt	0.7	0.9	25	-3	1596	3	2	5	0.8
Cn1c(SCCCC(=O)c2ccc(Br)cc2)nnc1-c1ccncc1	-4	nt	1	1.1	-3	5	1555	9	8	nt	1.1
O=C(COc1ncnc2ccccc12)NCCC1=CCCCC1	5	0.13	0.8	1	20	-1	1361	-3	2	-6	0.9
CCc1ccc(-c2nc(SCC(=O)N3CCOCC3)n[nH]2)cc1	2	0.39	1	1.1	-1	6	1464	2	-5	3	1
CCN(CC)c1ccc(NC(=O)c2cc3ccccc3o2)c(C)c1	9	nt	0.9	0.8	13	-1	1797	12	7	16	0.8
C=CCCC(=O)Nc1ccc(Br)cn1	16	2.5*	0.9	0.9	14	0	1468	-4	1	-7	1
Cc1sc(NC(=O)c2ccco2)c(CN2CCN(c3ccc(F)cc3)CC2)c1C	3	-0.49	0.9	0.8	12	5	1416	3	3	nt	0.9
O=C(Cn1cc(C(=O)C2CC2)c2ccccc21)NCc1ccc2c(c1)OCO2	5	nt	0.9	1	12	4	1552	-10	2	nt	1
COc1cccc(-c2noc(-c3ccc(Br)o3)n2)c1	11	-0.39	0.9	1	12	8	1662	3	12	-7	1
O=C1CCCN1c1ccc(CNS(=O)(=O)c2ccc(F)cc2)cc1	8	nt	0.9	0.8	10	0	1489	2	7	-11	0.8
COc1ccc(OC)c(S(=O)(=O)N2CCC(C(=O)NC(C)c3ccccc3)CC2)c1 (stereo not given)	3	nt	0.8	1	24	3	1203	-1	2	-20	1
O=S(=O)(Nc1nc2ccccc2[nH]1)c1ccc(Cl)cc1	-1	-0.53	0.8	1	18	9	1707	0	1	-5	0.9
CCc1nnc(NC(=O)c2ccc(S(=O)(=O)N(CC(C)C)CC(C)C)cc2)o1	5	nt	1	1.3	0	-1	1554	-1	-3	-5	1.2
CCOC(=O)C1=C(CC)Nc2ccccc2N=C1NC(=O)c1ccc(S(=O)(=O)N2CCCC2)cc1	6	0.019	0.9	1	9	2	1592	0	6	-11	1
COc1ccc(-c2nc(CSCC(=O)NCc3ccco3)c(C)o2)cc1	10	-0.18	0.9	0.9	15	4	1574	1	6	-29	0.9
CN1C(=O)CC(N2CCN(C(=O)CN3CCCC3)CC2)C1=O (stereo not given)	-1	-0.86	0.9	1	7	12	1576	2	1	1	1
Cc1ccc(NC(=O)COC(=O)c2cc(C)nc3ccccc23)c([N+](=O)[O-])c1	-39	nt	0.9	0.9	10	4	1503	2	5	4	0.9
CCCOc1ccc(N2CC(C(=O)Nc3ccc4c(c3)OCO4)CC2=O)cc1 (stereo not given)	6	nt	1	1.2	-4	6	1767	4	22	-21	1.2
C=CCn1c(CCn2c3ccccc3c3ccccc32)n[nH]c1=S	0	-0.48	0.8	0.9	20	-1	1510	12	-9	-8	0.9
Cc1nc(P(=O)(c2ccccc2)c2ccccc2)c(N2CCOCC2)o1	4	nt	0.9	1.1	14	-5	1668	-8	2	-11	1
Cc1occc1C(=O)NNC(=O)Nc1ccc(Cl)c(Cl)c1	11	0.51	1.1	1	-6	-1	1584	5	5	0	1.1
COc1cccc(-n2c(SC)nnc2-c2c[nH]c3ccccc23)c1	4	nt	0.8	1	23	7	1720	4	0	8	1
CCOCCCNC(=O)C(c1ccc(OC)cc1)N(Cc1ccc2c(c1)OCO2)C(=O)c1ccccc1O (stereo not given)	4	-0.021	1.1	1.1	-7	2	1621	-1	-2	12	1.1
CCNC(=S)N1CCNC(=O)C1CC(=O)OC (stereo not given)	9	nt	1	1	5	-2	1293	-1	-5	-8	1.1

Screens (PubChem BioAssay)
